ROC1-CUL1 inh: human ROC1-CUL1 E3 ligase inhibition. P62877+Q13616. in vitro K48 di-Ub FRET, acceptor:donor ratio, 45 min. inhibition, % at 10 µM. 140,000 compounds, 0.6% hits. AID 1347404; in the data active means inhibition above about 25%
Target sequence (P62877 whole entry, looked up): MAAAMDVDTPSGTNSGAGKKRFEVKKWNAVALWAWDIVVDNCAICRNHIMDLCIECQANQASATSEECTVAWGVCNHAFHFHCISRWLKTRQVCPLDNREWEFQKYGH
Target sequence (Q13616 whole entry, looked up): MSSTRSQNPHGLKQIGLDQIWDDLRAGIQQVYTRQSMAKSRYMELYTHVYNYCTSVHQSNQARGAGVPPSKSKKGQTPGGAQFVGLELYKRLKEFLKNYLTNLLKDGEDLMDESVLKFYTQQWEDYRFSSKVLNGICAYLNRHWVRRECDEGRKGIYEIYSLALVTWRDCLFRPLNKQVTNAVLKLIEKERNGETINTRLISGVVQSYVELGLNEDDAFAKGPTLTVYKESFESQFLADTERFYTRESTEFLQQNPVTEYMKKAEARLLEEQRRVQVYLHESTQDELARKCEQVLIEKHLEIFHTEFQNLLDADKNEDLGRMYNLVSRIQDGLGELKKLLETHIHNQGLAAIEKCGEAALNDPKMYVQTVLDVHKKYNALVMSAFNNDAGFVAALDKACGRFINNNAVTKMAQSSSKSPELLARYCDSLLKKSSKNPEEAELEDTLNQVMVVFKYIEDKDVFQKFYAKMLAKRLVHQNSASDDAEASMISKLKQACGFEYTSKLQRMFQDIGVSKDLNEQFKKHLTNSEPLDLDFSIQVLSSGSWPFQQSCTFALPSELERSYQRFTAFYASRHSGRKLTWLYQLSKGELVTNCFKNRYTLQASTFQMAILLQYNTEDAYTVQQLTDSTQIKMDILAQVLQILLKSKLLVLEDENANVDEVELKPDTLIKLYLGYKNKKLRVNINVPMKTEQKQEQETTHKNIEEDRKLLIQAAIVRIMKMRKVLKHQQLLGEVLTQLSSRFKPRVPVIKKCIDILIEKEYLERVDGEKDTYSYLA
* hit, by the source's call. Some of the compounds tested; the hit share may differ from the screen's.

ROC1-CUL1 inh | Molecule
3.4 | O=C(CSc1nnc(-c2ccccc2Cl)o1)Nc1cc(Cl)cc(Cl)c1
-2.7 | O=C1c2cc(S(=O)(=O)O)ccc2C(=O)c2c(Cl)cccc21
5.9 | O=S(=O)(N/N=C/c1ccc(F)cc1)c1cc(Br)ccc1Br
-4.3 | CC(C)COc1ccc(-c2nonc2NC(=O)c2ccc(F)cc2)cc1
2.8 | CC(C)(C)c1ccc(C2CC2C(=O)N/N=C\c2ccc(-c3ccc(Cl)c(Cl)c3)o2)cc1 (stereo not given)
2.0 | CC(=O)Nc1ccc(NS(=O)(=O)c2cccc3cccnc23)cc1
7.6 | CCCC12CN3CC(CCC)(CN(C1)C3c1c[nH]c3ccccc13)C2=O (stereo not given)
-3.8 | COc1cccc(C(=O)Oc2ccc(C)cc2)c1OC
9.0 | CCc1ccccc1NC(=O)CCCN1C(=O)COc2ccc(C)cc21
-3.0 | COCCN1C(=O)C(C(c2ccccc2F)N2CCN(c3ccccc3)CC2)C(=O)C=C1C (stereo not given)
-7.9 | Cc1nc2c(c(C)c1CCC(=O)Nc1ccc(F)cc1)c(=O)n(C)c(=O)n2C
5.3 | CCn1c(C)cn2c3c(=O)n(CCC(C)C)c(=O)n(C)c3nc12
7.7 | COc1ccc(/C=N\NC(=O)c2sc(N)nc2C)cc1OC
-3.4 | O=C(NCCc1ccccc1)C1CCC(CNS(=O)(=O)c2ccccc2)CC1 (stereo not given)
-0.2 | COc1ccc(N(CC(=O)N2CCCCC2)S(=O)(=O)c2ccc(OC)c(OC)c2)cc1
2.0 | CCN(CCCNC(=O)CSc1cc(=O)n(CC)c2ccccc12)c1ccccc1
-2.5 | O=C(O/N=C1\CCCSc2ccccc21)c1ccc(Cl)c(Cl)c1
-1.0 | CCCOC(=O)Nc1sc2c(c1C(=O)OCC)CCC2
1.8 | CCOC(=O)c1cc(C)n(CC2CCC(C(=O)Nc3ccc(C)c(F)c3)CC2)c1C (stereo not given)
0.0 | CCn1cc(C(=O)N2CCN(c3cccc(Cl)c3)CC2)c(=O)c2cc(S(=O)(=O)N3CCC(C)CC3)ccc21
10.1 | CCCc1cc(C(=O)OC)c(NC(=O)C2CCCO2)s1 (stereo not given)
5.5 | CCn1c(C)cn2c3c(=O)n(Cc4ccccc4F)c(=O)n(C)c3nc12
-4.0 | COc1ccc(S(=O)(=O)N(CC(=O)Nc2ccc(OC)cc2OC)c2ccc(Cl)cc2)cc1
-9.4 | Cc1cc(=O)oc2c1c(=O)n1c3c(cccc23)CCC1
-7.2 | COC(=O)c1c(NC(=O)c2cccc(OC)c2)sc(C)c1-c1ccc(F)cc1
4.6 | COc1cc2c(cc1OC)C(COc1ccccc1OC)N(C(=O)c1ccc(S(=O)(=O)N(C)C)cc1)CC2 (stereo not given)
-1.9 | O=C(NCC1CCOCC1)c1cccc(OC2CCN(C(=O)C3CC3)CC2)c1
5.5 | CCN(CC)S(=O)(=O)c1ccc2c(c1)N(CC(=O)Nc1c(C)cc(C)cc1C)C(=O)C1CCCN21 (stereo not given)
2.6 | O=C(N1CCCC(Nc2ccc3c(c2)OCO3)C1)C1(N2CCCC2)CCCC1 (stereo not given)
-13.0 | CCC(=O)Oc1cccc2ccccc12
11.7 | CCOC(=O)N1[C@@H]2C=C(C)[C@@H]2[C@@H]2[C@@H](C)C(=O)N21
2.7 | Nc1ccc2nc(SCC(=O)Nc3ccc4nc(SCC(=O)Nc5ccc6c7c(cccc57)CC6)sc4c3)sc2c1
2.7 | Cc1occc1C(=O)Nc1nnc(-c2cccs2)s1
7.9 | CCN(CC)C(=O)C1CCCN(C2CCN(c3nc4ccccc4o3)CC2)C1 (stereo not given)
-7.0 | O=C(O)CSc1nc2ccccc2nc1N1CCCCC1
-4.1 | COCCNC(=O)NC1(C(F)(F)F)Oc2ccc(C(C)(C)C)cc2O1 (stereo not given)
-4.1 | CCOC(=O)C(CC)N1CCN(Cc2ccc(F)cc2)C(=O)C1=O (stereo not given)
8.3 | CCc1cccc(C)c1NC(=O)CSc1nnc(-c2ccccc2Br)n1C
2.6 | COc1cc(C2c3c(cc(C)n(Cc4ccccc4)c3=O)OC(=N)C2C#N)cc(OC)c1OC (stereo not given)
2.6 | Cc1c(Br)c(C(=O)NCc2cc3cc(Cl)ccc3[nH]2)nn1C
-11.6 | Cc1cc(C)cc(N2CCCn3c2nc2c3c(=O)n(C)c(=O)n2C)c1
-1.8 | CCCN(CCC)C1C=NN(c2ccccc2)C(=O)C1=N (stereo not given)
0.0 | Clc1ccc(Cn2nnc3ccccc32)c(Cl)c1
-2.8 | O=C(CSc1nc2c([nH]c3ccccc32)c(=O)n1-c1ccccc1)N1CCCCCC1
-0.3 | CCC(=O)Nc1cccc2c3c(oc12)C(C)CN(C)C3C (stereo not given)
-0.3 | Cc1ccc(NC(=O)c2nc(-c3ccncc3)no2)c(Cl)c1
3.0 | O=C(Cn1ccnc1)N1CCC(C2CCN(c3ncccn3)CC2)C1 (stereo not given)
3.0 | NC1=NC(=S)NC(=O)C1C(c1ccc2c(c1)OCO2)C1C(=O)NC(=S)N=C1N (stereo not given)
9.7 | S=c1[nH]nc(CCn2c3ccccc3c3ccccc32)n1-c1ccccc1
-3.4 | CCN(CC)c1nn2c(=O)c(C(=O)NCc3cccc(C)c3)cnc2s1

Brought forward from above: 2 entries, then new ones.
ROC1-CUL1 inh | Molecule
9.7 | S=c1[nH]nc(CCn2c3ccccc3c3ccccc32)n1-c1ccccc1
-3.4 | CCN(CC)c1nn2c(=O)c(C(=O)NCc3cccc(C)c3)cnc2s1
-10.0 | CCC(=O)N1c2ccc(S(=O)(=O)CCC(=O)N3CCN(c4cc(C)ccc4C)CC3)cc2CC1C (stereo not given)
-5.5 | CCCCOc1ccccc1/C=C1\N=C(c2ccc(Cl)cc2)OC1=O
-6.9 | Cc1ccc2c(c1)c(-c1ccccc1)c(-c1ccccc1)n2CC(O)CN1CCN(c2ccccn2)CC1 (stereo not given)
-9.9 | CC(=O)Nc1c(C)cc(C)cc1Br
5.1 | CCc1c(C)sc(NC(=O)/C=C/C(=O)O)c1C(N)=O
-5.5 | O=C(Cc1cccs1)Nc1ccccc1Br
-2.9 | O=C(CCC(F)(F)F)N1CCc2onc(-c3cccc4ccccc34)c2C1
-7.6 | Cc1cccc(OCc2nc(CC(=O)Nc3ccc(Cl)cc3)cs2)c1
-6.7 | CS(=O)(=O)N(CC(=O)N1CCN(C(c2ccccc2)c2ccccc2)CC1)c1ccccc1
6.9 | Cc1ccc(NC(=O)Cn2c(=O)oc3ccccc32)cc1Cl
1.1 | Cc1ccc(-c2onc(C)c2C)cc1S(=O)(=O)N1CCOc2ccc(Cl)cc21
1.3 | CCn1c(Cc2ccccc2)nnc1SCC(=O)Nc1ccc(C(C)=O)cc1
-9.1 | O=C(c1cccs1)N1CCN(c2ccc(F)cc2)CC1
6.8 | Cn1cc(CN2CCC[C@H]2CO)c(-c2ccc(C3CCCCC3)cc2)n1
-3.3 | CCn1c(SCC(=O)c2ccc3ccccc3c2)nnc1-c1ccc(N)cc1
-5.0 | O=C(CC(c1ccccc1)c1ccccc1Cl)NC1CC1 (stereo not given)
-0.2 | COc1ccc(OC)c(NC(=O)[C@H](Cc2ccccc2)N2Cc3ccccc3C2=O)c1
-0.8 | N#CC(c1ccccc1)N(Cc1ccccc1)Cc1ccccc1 (stereo not given)
2.5 | CCN1CCCC1CNCc1c(Cl)cccc1Cl (stereo not given)
5.6 | O=C(O[C@H]1COC(=O)[C@@H]1OC(=O)c1ccccc1)c1ccccc1
-2.8 | Cc1cccc2sc(NC(=O)c3cccc(Cl)c3)nc12
17.7 | CC1CCN(Cc2cnc(S(=O)(=O)CC3CC3)n2CC2CCCCC2)CC1
-2.7 | NNC(=O)CSc1nc(-c2ccccc2)cc(-c2ccccc2)n1
4.0 | Clc1cccc(Cl)c1CNCC1CCNCC1
2.7 | CC1CCCCN1Cc1nc2c(c(=O)n(C)c(=O)n2C)n1Cc1ccc(Br)cc1 (stereo not given)
4.4 | CCOc1ccc(CCNC(=O)CCc2c(C)nc3c(c(C)nn3-c3ccc(C)c(C)c3)c2C)cc1
2.7 | CC(=O)N(C1=NCCCCS1)c1ccccc1
6.6 | Cc1nc(-c2ccncc2)ncc1C(C)NCc1cccc(O)c1 (stereo not given)
4.2 | O=C(C(=O)N1CCC2(CCCN(CC3CCCCC3)C2=O)C1)c1ccccc1 (stereo not given)
-3.0 | C=CCn1c2ccccc2c2nnc(SCc3ccc4nonc4c3)nc21
0.9 | CC1N=NC2C(=O)N(c3cccc(Cl)c3)C(=O)C12 (stereo not given)
2.1 | Cc1ccc(N(CC(=O)NCCSCc2ccccc2Cl)S(C)(=O)=O)cc1
8.8 | Cc1nc2c(sc3nc4c(c(-c5ccc(Cl)cc5)c32)CCc2sccc2-4)c(=O)[nH]1
1.8 | CC12CCC(C(=O)N(CSC(=S)N/N=C\c3ccccc3Cl)C1=O)C2(C)C (stereo not given)
-4.9 | Cc1cc(C)c(NC(=O)Cc2cccs2)c(C)c1
5.7 | CCc1ccc(CN2Cc3ccccc3OC(C)C2)o1 (stereo not given)
3.2 | CC(c1ccncn1)N(C)Cc1c(C(=O)N2CCCCC2)nc2sccn12 (stereo not given)
13.8 | O=C1OC(c2ccc(Cl)cc2)=N/C1=C\c1ccccc1OCc1ccc(Cl)cc1
14.0 | COc1ccccc1NC(=O)c1cc2ccc3cccnc3c2[nH]1
-10.6 | Cc1ccccc1C(=O)NC(=S)Nc1ccc(C#N)cc1
0.3 | CC(C)C1(C(C)C)OC(=O)c2ccccc21
-3.3 | Cc1ccc(C)c(Cn2c(C)nc3ccccc32)c1
-3.8 | O=C(Nc1ncccc1Cl)c1ccc(Cl)cc1
4.5 | NC(=O)c1nc(Nc2ccccc2)sc1NC(=O)c1ccccc1Br
5.4 | Cc1nc(NC(=O)c2c(-c3ccccc3)c(-c3ccccc3)nn(C)c2=O)sc1C
7.7 | CS(=O)(=O)c1ccc2c(c1)sc1nc(-c3ccc(Cl)cc3)cn12
14.1 | O=C1NC(=Nc2ccc(F)cc2)S/C1=C\c1ccc(OCc2cccc(C(=O)O)c2)cc1
2.3 | CCOc1ccc(NC(=O)CSc2cc(C)c3ccccc3n2)cc1
3.1 | COc1ccc2[nH]c3c(c2c1)CC(O)CC3 (stereo not given)
-6.9 | Cc1ccc(C2C(C)C(N3CCC(C(=O)NC(C)Cc4ccco4)CC3)NS2(=O)=O)cc1C (stereo not given)

Among those listed so far, 10 contain an aryl methoxy group:
ROC1-CUL1 inh | Molecule
-3.8 | COc1cccc(C(=O)Oc2ccc(C)cc2)c1OC
7.7 | COc1ccc(/C=N\NC(=O)c2sc(N)nc2C)cc1OC
-0.2 | COc1ccc(N(CC(=O)N2CCCCC2)S(=O)(=O)c2ccc(OC)c(OC)c2)cc1
-4.0 | COc1ccc(S(=O)(=O)N(CC(=O)Nc2ccc(OC)cc2OC)c2ccc(Cl)cc2)cc1
-7.2 | COC(=O)c1c(NC(=O)c2cccc(OC)c2)sc(C)c1-c1ccc(F)cc1
4.6 | COc1cc2c(cc1OC)C(COc1ccccc1OC)N(C(=O)c1ccc(S(=O)(=O)N(C)C)cc1)CC2 (stereo not given)
2.6 | COc1cc(C2c3c(cc(C)n(Cc4ccccc4)c3=O)OC(=N)C2C#N)cc(OC)c1OC (stereo not given)
-0.2 | COc1ccc(OC)c(NC(=O)[C@H](Cc2ccccc2)N2Cc3ccccc3C2=O)c1
14.0 | COc1ccccc1NC(=O)c1cc2ccc3cccnc3c2[nH]1
3.1 | COc1ccc2[nH]c3c(c2c1)CC(O)CC3 (stereo not given)

Further structures.
ROC1-CUL1 inh | Molecule
-8.1 | Cc1cc2ccccc2n1CCNC(=O)c1ccc(F)cc1
-7.1 | O=S(=O)(NCc1nc2cccnc2n1Cc1ccc(F)cc1)c1ccc2c(c1)CCCC2
-8.2 | O=c1[nH]c(=O)n(COCCO)cc1I
6.3 | Cc1oc(-c2ccccc2NS(C)(=O)=O)nc1CN(C)Cc1ccc(OC(F)(F)F)cc1
2.5 | O=c1n(Cc2ccc(F)cc2)nc2n1-c1cc(Cl)ccc1OC2
-0.5 | Cc1ccc2nc(=S)n(C(=O)c3ccc(Cl)cc3)n2c1
-5.6 | Cc1ccc(NC(=O)c2ccc(COc3ccccc3Cl)o2)cc1
2.1 | COc1ccccc1-c1nnc(SCC(=O)NNC(=O)c2ccc(Cl)cc2)n1-c1ccccc1
-0.9 | Cc1ccc(CN2CCN(C(=O)Cn3ncc(N(C)C)cc3=O)CC2=O)cc1
13.2 | CCc1ccc(CN(C(=O)c2ccco2)C2CCS(=O)(=O)C2)cc1 (stereo not given)
4.2 | CN(C)c1ccc(C(=O)Nc2ccc(-c3nc4ccccc4o3)cc2)cc1
9.4 | CCC1=NN2C(=N)/C(=C/c3ccc(-c4ccccc4Cl)o3)C(=O)N=C2S1
-0.4 | Cc1ccc(-n2ncc(C(=O)NCc3ccc4c(c3)OCO4)c2C2CCN(C(=O)OC(C)(C)C)CC2)cc1C
3.0 | Cc1cc(C)cc(C(=O)N2CCC(C3(Cc4ccc(F)cc4)NC(=O)N(C4CCOC4)C3=O)CC2)c1 (stereo not given)
5.3 | COc1ccc(N=C2NC(=O)CC(C(=O)Nc3ccc(Cl)cc3)S2)cc1 (stereo not given)
-0.5 | COc1ccc(OC)c(CNC(=O)C2CCCCN2S(=O)(=O)c2ccc(F)cc2)c1 (stereo not given)
1.0 | CC1CN(C(=O)CCC2CCCCC2)C(C)CN1C(=O)CCC1CCCCC1 (stereo not given)
-2.3 | CCOC(=O)c1csc2c1CCC/C2=N\OC(C)=O
3.0 | CCN(c1cccc(C)c1)S(=O)(=O)c1nnc(NC(=O)c2cccs2)s1
-4.8 | CC(C)c1cccc(OCCOCCN2CCNCC2)c1
1.4 | COc1ccc(C(=O)c2sc3nc(-c4cccs4)cc(C(F)(F)F)c3c2N)cc1
4.7 | CCn1ccn2nnnc2c1=Nc1cccc2ccccc12
1.5 | OCCN1CCN(C(c2cccc(Cl)c2)c2ccccc2Cl)CC1 (stereo not given)
13.4 | CC(C)(C)c1[nH]nc2c1C(c1c(F)cccc1Cl)C(C#N)C(=N)O2 (stereo not given)
-2.2 | O=c1[nH]c(CNc2ccc(F)cc2)nc2sc3c(c12)CCCC3
1.9 | O=C1OC(CC(=O)c2ccccc2)C(Br)=C1Br (stereo not given)
2.2 | COc1ccc(CNC(=O)c2ccc(CN3CCCCC3)cc2)cc1
-8.3 | CCOc1cccc(NC(=O)Cc2ccccc2)c1
-2.5 | CN(C)C(=O)CSCc1c(Cl)cccc1Cl

Bioassay records: PubChem BioAssay, Icahn School of Medicine at Mount Sinai
